High-throughput results as filed in PubChem BioAssay.
Calpain2 inh: blocks pig calpain II enzyme activity. 220,000 tested, 0.37% active. inhibition, % at 16 µM. purified calpain II, fluorogenic peptide substrate, 30 min. AID 1236;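 active = inhibition above about 50%, limit read from the data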
eIF4E-4G inh: inhibitors of eIF4E and eIF4G interaction in translation initiation; P63073+Q04637; TR-FRET eIF4E-eIF4GI(517-606) binding, 2 h; inhibition, % at 21.7 µM; 220,000 tested, 0.37% active;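 active = inhibition above about 30%, limit read from the data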;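 note: 0% = full FRET control wells and 100% = background wells lacking eIF4GI fragment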
MDM2 E3 inh: blocks human Mdm2 ubiquitin ligase activity; cell-based MDM2 ubiquitination luciferase reporter, 2 h; 0 = plate control, 100 = twice control, blank-subtracted; signal enhancement, % at 5 µM; 210,000 tested, 0.11% active; AID 1230;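 active = signal enhancement of 30% or more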;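 note: luminescence tracks abundance of the self-degrading MDM2-luciferase fusion protein; higher signal means inhibition of MDM2 E3 ligase activity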
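Assay system: stable mammalian line carrying autodegrading MDM2–luciferase fusion reporter; amount: 2000 cells seeded into each well; buffer or medium: DMEM; benchmarks: plate control and blank wells; signal: luciferase luminescence; timing: 2 h compound exposure at 37 °C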
TNF necrop inh: inhibitors of TNF-alpha induced necroptosis in Jurkat FADD-/- cells; activation (protection from cell death), % at 10 µM; AID 463075; Jurkat FADD-/- TNF necroptosis rescue, ATP luminescence, 24 h; 0 = TNF only, 100 = no-TNF cells; 220,000 tested, 0.068% active;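 active = activation, meaning protection from cell death, of at least 50% relative to plate controls; inactive = activation below 50%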;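 note: necroptosis triggered by 40 ng/mL TNF-alpha added together with compound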
KCC2 mod: modulates chloride dependent transport by human KCC2. 190,000 tested, 2.2% active. B-score of Tl+ flux slope (higher = more flux/activation; lower = inhibition) at 10 µM. KCC2 cells, thallium flux FluoZin-2 fluorescence;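 active = thallium flux slope and its plate-corrected score both differing from the plate sample mean at a set confidence after two filtering rounds, in either direction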;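 note: slope of fluorescence scaled to starting intensity during 10 to 20 s after thallium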
PERK inh: human PERK inhibition, primary cell-based screen; CHO PERK-DD fusion, SEAP luminescence translation reporter; inhibition, % at 5.6 µM; 220,000 tested, 0.17% active; AID 1416;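 active = inhibition above the mean inhibition of all tested compounds plus 3 SD, set separately per screening campaign, cut at about 2.9% in these data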;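 note: PERK kinase domain activated by AP20187 dimerizer at 100 nM; 0% = DMSO with dimerizer and 100% = rapamycin at 8.4 µM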
Target sequence (Q9NZJ5 whole entry, looked up, the tested form may be a part): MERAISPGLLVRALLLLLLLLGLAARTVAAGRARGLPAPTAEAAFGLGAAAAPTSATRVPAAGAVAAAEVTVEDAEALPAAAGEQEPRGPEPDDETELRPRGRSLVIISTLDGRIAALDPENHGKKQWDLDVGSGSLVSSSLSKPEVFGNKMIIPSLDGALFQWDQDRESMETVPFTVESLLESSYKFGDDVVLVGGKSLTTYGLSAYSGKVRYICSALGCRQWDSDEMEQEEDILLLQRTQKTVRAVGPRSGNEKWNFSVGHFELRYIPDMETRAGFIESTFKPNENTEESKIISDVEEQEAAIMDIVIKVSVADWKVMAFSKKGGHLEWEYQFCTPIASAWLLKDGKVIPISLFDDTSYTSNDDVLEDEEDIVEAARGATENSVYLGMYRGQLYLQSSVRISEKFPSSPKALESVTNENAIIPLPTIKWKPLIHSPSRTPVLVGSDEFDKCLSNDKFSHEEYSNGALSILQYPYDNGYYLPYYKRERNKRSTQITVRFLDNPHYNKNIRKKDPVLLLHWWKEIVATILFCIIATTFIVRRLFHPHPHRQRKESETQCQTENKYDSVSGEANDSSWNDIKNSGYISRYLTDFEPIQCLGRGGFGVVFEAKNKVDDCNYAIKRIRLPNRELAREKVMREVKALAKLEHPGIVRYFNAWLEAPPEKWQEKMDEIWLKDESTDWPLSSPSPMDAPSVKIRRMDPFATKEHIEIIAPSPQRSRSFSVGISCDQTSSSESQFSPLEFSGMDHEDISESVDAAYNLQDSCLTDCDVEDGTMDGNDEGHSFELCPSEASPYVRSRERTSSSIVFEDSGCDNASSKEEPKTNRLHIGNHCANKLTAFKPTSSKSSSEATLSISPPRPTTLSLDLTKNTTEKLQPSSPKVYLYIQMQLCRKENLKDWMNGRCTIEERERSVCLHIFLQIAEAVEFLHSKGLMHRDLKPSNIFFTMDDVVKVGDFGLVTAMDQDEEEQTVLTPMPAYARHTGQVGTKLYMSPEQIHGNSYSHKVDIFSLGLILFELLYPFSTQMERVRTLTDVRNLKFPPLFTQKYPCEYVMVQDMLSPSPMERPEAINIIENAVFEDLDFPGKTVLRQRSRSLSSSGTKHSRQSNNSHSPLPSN
L929 necroptosis: blocks zVAD induced death of L929 cells; L929 zVAD necroptosis rescue, ATP luminescence, 24 h; with zVAD 60 µM; viability rescue, % at 10 µM; 220,000 tested, 0.38% active; AID 1377;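 active = activation, scaled between plate controls, above about 75%, limit read from the data; inactive = activation under that limit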;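 note: 0% = zVAD with DMSO and 100% = DMSO alone without zVAD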
Rad51 HR inh: Rad51 (human) homologous recombination inhibition; hRad51 DNA strand exchange, fluorescence dequenching; 200,000 tested, 0.085% active; inhibition, % at 10 µM; Q06609;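 active = inhibition above 40% at the single screening dose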;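 note: 0% = DMSO control wells and 100% = blanks with heterologous ssDNA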
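Test system: preformed human Rad51 ssDNA filaments; also added: Donor/quencher-labelled 47-bp dsDNA substrate; doses: 10 µM final, single point; times: 37 °C 15-min filament assembly, 30-min compound preincubation, 15-min exchange; detection: FRET fluorescence dequenching, excitation 485 nm, emission 520 nm; read-out basis: Fluorescence-based percent inhibition, control- and blank-normalised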
EBV gp42 inh: blocks Epstein-Barr virus glycoprotein 42 binding | Fluorescence polarization binding assay, mP read-out | inhibition, % (tested at 21.74 µM) | 220,000 tested, 0.42% active | AID 1085; in the data active = inhibition above about 50%
The depositor's hits bear a star; i = inactive; · = not tested or not shown; [ ] = another dose, or the depositor's remark.

1. O=C(NCc1ccccc1)c1cc[n+](CC(=O)c2cccs2)cc1
2. COc1cc(O)c(C(CC(=O)N2CCOCC2)c2ccc(N(C)C)cc2)c(OC)c1 (stereo unspecified)
3. Nc1ccccc1Nc1ccccc1
4. COc1ccc(OCC(=O)Nc2ccccc2O)cc1
5. Clc1ccc(OCCn2ccnc2)c(Br)c1
6. CCOc1ccc(N=C(C)c2ccccc2O)cc1

assay / entry	1	2	3	4	5	6
Calpain2 inh	-4	11	-6	-8	20	-14
eIF4E-4G inh	0	2	3	4	·	2[fluorescence artefact?]
MDM2 E3 inh	-13	-5	-14	-3	-81	-3
TNF necrop inh	0.1	1.1	-18	-1.9	-1.2	-0.1
KCC2 mod	1.4	-0.17	-0.5	-0.065	-0.086	-0.39
PERK inh	0.8	·	-0.1	0.1	-0.1	1.4
L929 necroptosis	0.3	0.0	72	66	-0.4	0.4
Rad51 HR inh	·	-6	-21	0	-1	-15
EBV gp42 inh	-9	-18	-9	2	-7	-11

7. COc1ccccc1/C=C/C=N/N1CCN(Cc2cccc3ccccc23)CC1
8. CC(C)=C(NC(=O)c1ccccc1)C(=O)NCCCC(=O)O
9. Cc1ccc(-n2c(Cc3cccs3)nnc2SCC(=O)Nc2ccc(S(N)(=O)=O)cc2)cc1
10. CN(C)/C=C/C(=O)c1cnc(-c2ccccn2)s1
11. CCc1ccc(N(CC(=O)Nc2sc3c(c2C(=O)OC)CCCC3)S(C)(=O)=O)cc1
12. Cc1cc2ccccc2c(=O)n1CC(=O)NCCC1=CCCCC1

assay / entry	7	8	9	10	11	12
Calpain2 inh	-12	3	-71	-10	-4	-42
eIF4E-4G inh	-5	-1	4	0	2	3
MDM2 E3 inh	-1	-2	-22	7	26	21
TNF necrop inh	-3.4	0.6	1.1	0.7	2.2	1.4
KCC2 mod	0.79	0.067	0.88	0.039	-0.18	·
PERK inh	-0.4	0.1	-0.2	0.7	0.5	0.6
L929 necroptosis	0.1	-0.4	0.0	20	2.0	3.6
Rad51 HR inh	·	0	-1	4	3	1
EBV gp42 inh	-23	-21	-2	3	5	-9

Entries of single compounds as entered above:
CCc1ccc(N(CC(=O)Nc2sc3c(c2C(=O)OC)CCCC3)S(C)(=O)=O)cc1 in the list: Calpain2 inh = -4; eIF4E-4G inh = 2; MDM2 E3 inh = 26; TNF necrop inh = 2.2; KCC2 mod = -0.18; PERK inh = 0.5; L929 necroptosis = 2.0; Rad51 HR inh = 3; EBV gp42 inh = 5
CN(C)/C=C/C(=O)c1cnc(-c2ccccn2)s1 in the list: Calpain2 inh = -10; eIF4E-4G inh = 0; MDM2 E3 inh = 7; TNF necrop inh = 0.7; KCC2 mod = 0.039; PERK inh = 0.7; L929 necroptosis = 20; Rad51 HR inh = 4; EBV gp42 inh = 3
CC(C)=C(NC(=O)c1ccccc1)C(=O)NCCCC(=O)O in the list: Calpain2 inh = 3; eIF4E-4G inh = -1; MDM2 E3 inh = -2; TNF necrop inh = 0.6; KCC2 mod = 0.067; PERK inh = 0.1; L929 necroptosis = -0.4; Rad51 HR inh = 0; EBV gp42 inh = -21

(more compounds)
13. Cc1nc(=O)c(-c2ccccc2)c(C)n1CCCO
14. Cc1ccc(Oc2nsnc2N2CCOCC2)cc1
15. COc1cc(OC)cc(C(=O)Nc2nc3ccccc3[nH]2)c1
16. O=C(CN1C(=O)NC2(CCCCC2)C1=O)Nc1ccccc1Cl
17. CCCCOC(=O)Nc1ccc(C(C)C)cc1
18. CCN(C(=O)c1cccc(F)c1)c1ccccc1C

assay / entry	13	14	15	16	17	18
Calpain2 inh	-21	-46	6	8	6	10
eIF4E-4G inh	-3	1	1	-1[fluorescence artefact?]	-7	-1
MDM2 E3 inh	6	-2	-9	-9	-3	3
TNF necrop inh	-1.8	-0.8	-0.6	-0.1	1.0	-1.0
KCC2 mod	-0.72	·	-0.079	-0.27	-0.0095	-0.66
PERK inh	-0.2	1.1	-0.3	0.2	1.8	0.2
L929 necroptosis	-0.5	-0.6	-1.2	-0.4	0.4	-0.2
Rad51 HR inh	·	-4	-1	3	-10	-2
EBV gp42 inh	-7	-16	12	-11	-1	-2

19. COC(=O)C1CC(=O)N(CCc2c[nH]c3ccccc23)C1 (stereo unspecified)
20. COc1ccccc1CNC(=O)C(C)Sc1ccc(C)cc1 (stereo unspecified)
21. CCCCN(c1ccccc1)S(=O)(=O)c1cccc(C(=O)O)c1
22. O=C(Nc1ccc(F)cc1F)c1csc(-c2ccncc2)n1
23. Cc1ccc(C)n1-c1ccc(C(=O)NN)s1
24. N=C1C(c2nc3ccccc3s2)=C(O)CN1C1CCC(O)CC1 (stereo unspecified)

assay / entry	19	20	21	22	23	24
Calpain2 inh	-17	-20	-37	14	-20	-23
eIF4E-4G inh	-1	1	1	0	-1	5
MDM2 E3 inh	-10	-5	-3	-15	-2	3
TNF necrop inh	0.0	-0.7	0.4	-0.1	1.9	0.1
KCC2 mod	·	-0.63	-0.78	-0.6	0.00022	0.026
PERK inh	-0.5	1.6	0.5	-0.4	0.8	-0.2
L929 necroptosis	-0.9	0.1	9.4	1.4	2.5	1.1
Rad51 HR inh	-10	28	-44	-9	-9	-24
EBV gp42 inh	-5	6	2	-5	-15	-1

25. Cc1cccc(C)c1NC(=O)CSc1ncnc2nc[nH]c12
26. CCOC(=O)c1cc(-c2ccccc2)sc1NC(=O)CCN1C(=O)c2ccccc2C1=O
27. O=C(CO/N=C/c1ccccc1Cl)N1CCCc2ccccc21
28. COc1cccc(C(=O)COC(=O)CCC(=O)NC2CCCCC2)c1
29. O=C(c1cccs1)c1cn(CC(=O)N2CCc3ccccc3C2)c2ccccc12
30. Cc1oc(-c2cc3c(cc2Cl)OCO3)nc1CN1CCCC(C(=O)N2CCOCC2)C1 (stereo unspecified)

assay / entry	25	26	27	28	29	30
Calpain2 inh	18	-37	18	-13	9	-24
eIF4E-4G inh	0	-4	-2	2	-7	2
MDM2 E3 inh	7	2	-13	-2	-23	10
TNF necrop inh	-2.1	-0.3	2.5	0.9	-1.3	2.8
KCC2 mod	0.98	0.7	-0.56	-0.59	0.18	-0.64
PERK inh	0.8	1.0	0.4	0.5	-0.1	-0.1
L929 necroptosis	-0.3	1.0	1.1	8.8	0.2	-0.6
Rad51 HR inh	-2	2	13	0	-10	5
EBV gp42 inh	-5	1	-18	-2	-1	-8

31. Cc1cc(C)n(C(=O)CSc2ccc(Cl)cc2)n1
32. COc1cccc(/C=C(/C#N)c2ccc(F)cc2)c1OCc1cccc(C(=O)O)c1
33. CC(OC(=O)c1ccncc1)C(=O)Nc1cccc([N+](=O)[O-])c1 (stereo unspecified)
34. Cc1cccc(NC(=O)CCC(=O)Nc2nnc(C(F)(F)F)s2)c1
35. Cc1ccc(-c2cc(C(F)F)nc(N3CCC(C)CC3)n2)cc1
36. Cc1cc(C)c2oc(C(=O)NCCc3ccc(S(N)(=O)=O)cc3)cc(=O)c2c1

assay / entry	31	32	33	34	35	36
Calpain2 inh	17	-43	7	-23	-15	-9
eIF4E-4G inh	3	3	4	-5	2	-6
MDM2 E3 inh	-9	-11	5	2	-4	-4
TNF necrop inh	-2.7	2.4	1.2	1.7	-0.8	1.9
KCC2 mod	0.71	-2	0.36	-0.041	0.0084	-0.15
PERK inh	-0.3	0.3	1.3	0.4	-0.5	0.3
L929 necroptosis	-0.1	1.6	5.2	-0.2	-0.1	-0.3
Rad51 HR inh	-3	5	0	·	-11	21
EBV gp42 inh	-2	-2	-8	2	-10	-6

37. CCOc1ccc(NC(=S)Nc2ccccc2C2(C)CC2)cc1
38. CCOc1ccc(-n2c(SCC(=O)NCc3ccco3)nc3ccccc3c2=O)cc1
39. O=C(Nn1c(Cc2ccccc2)nc2ccccc2c1=O)c1c(O)c2cccc3c2n(c1=O)CCC3
40. CC1=NN(c2nc3ccccc3[nH]2)C(=O)C1Cc1ccccc1 (stereo unspecified)
41. COc1ccc(Cn2nnnc2C(c2cc3cc(C)ccc3[nH]c2=O)N2CCN(C)CC2)cc1 (stereo unspecified)
42. CCn1nc(NC(=O)C2CCCO2)c2cc3cccc(C)c3nc21 (stereo unspecified)

assay / entry	37	38	39	40	41	42
Calpain2 inh	40	-58	-157	-14	-44	-177
eIF4E-4G inh	0	-2	2	9	-2	0
MDM2 E3 inh	-89	-13	3	-19	-10	0
TNF necrop inh	-10	0.8	-0.7	-24	1.3	-2.5
KCC2 mod	-1.4	0.41	-0.38	8.6*	-0.086	-0.036
PERK inh	-0.2	0.0	1.5	0.0	0.4	-0.5
L929 necroptosis	-1.3	1.4	2.4	9.2	-0.2	0.9
Rad51 HR inh	-21	14	-17	-14	·	4
EBV gp42 inh	5	4	-14	-11	-7	-12

43. COc1ccccc1OCCCn1c(=O)sc2ccccc21
44. NC(=O)CC[C@@H]1NC(=O)[C@@H]2CCCN2C(=O)c2cc([N+](=O)[O-])cc(I)c2NCCCC[C@@H](C(=O)NC(CC(=O)O)C(N)=O)NC1=O (stereo partly specified)
45. Nc1c(C(=O)C2CC2)sc2nc(-c3ccccc3)cc(C(F)(F)F)c12
46. CC(C)(C)NC(=O)COC(=O)c1cc(Cl)ccc1[N+](=O)[O-]
47. COc1cc([N+](=O)[O-])ccc1NC(=O)CCCOc1cc(C)ccc1C
48. Cc1nc(C)c(C(=O)Nc2ccccc2)s1

assay / entry	43	44	45	46	47	48
Calpain2 inh	6	-15	-18	2	19	8
eIF4E-4G inh	3	-2	-2	3	2	-1
MDM2 E3 inh	-15	·	6	-21	-11	-12
TNF necrop inh	-1.4	0.6	-2.9	0.1	-0.4	-2.9
KCC2 mod	·	-0.0018	-0.55	1.4	-1.3	0.33
PERK inh	-0.5	0.6	0.0	0.3	0.5	0.7
L929 necroptosis	0.7	3.7	0.2	2.1	1.3	-0.2
Rad51 HR inh	-10	1	i	-5	-9	0
EBV gp42 inh	-20	-7	18	-17	7	2

49. O=C(O)/C=C/C(=O)NCc1cn(-c2ccccc2)nc1-c1cccc(Br)c1
50. O=C(Cc1cccs1)NCc1ccco1
51. N/C(CC(=O)Nc1cc(C(F)(F)F)ccc1Cl)=N\O
52. CCOc1ccccc1OCC(=O)NN1Cc2ccccc2C1=N

assay / entry	49	50	51	52
Calpain2 inh	-106	-19	14	-23
eIF4E-4G inh	3	-1	-1	1
MDM2 E3 inh	-7	-10	-11	3
TNF necrop inh	-1.6	2.1	0.6	1.5
KCC2 mod	-0.062	0.011	0.14	0.91
PERK inh	-0.3	0.3	2.3	0.0
L929 necroptosis	-2.0	1.2	2.2	0.0
Rad51 HR inh	-13	7	-16	5
EBV gp42 inh	-14	-11	-19	-4
